Screening results as filed in PubChem.
All columns: NCI-60 one-dose screen, growth in % after 48 h at 10 µM unless noted; 100 = growth as untreated, 0 = no growth, -100 = all killed.
OVCAR-5 = OVCAR-5 ovarian cancer; actives 2.9% (n = 82,000)
OVCAR-8 = OVCAR-8 ovarian cancer | actives 4.4% (n = 81,000)
DU-145 = DU-145 prostate cancer; actives 4.2% (n = 81,000)
OVCAR-4 = OVCAR-4 ovarian cancer cells. AID 1794784. actives 3.7% (n = 80,000)
OVCAR-3 = OVCAR-3 ovarian cancer | actives 7% (n = 79,000) | AID 1794787
U251 = U251 CNS tumor cells; actives 5.4% (n = 80,000)
SK-OV-3 = SK-OV-3 ovarian cancer cells; actives 3.2% (n = 80,000); AID 1794785
PC-3 = PC-3 prostate cancer cells. actives 3.9% (n = 80,000)
SF-295 = SF-295 CNS cancer cells; actives 5.6% (n = 79,000); AID 1794758
Numbers without * were called inactive; . = not tested or not shown; & = joins results of further samples; [ ] = remark or other dose. The calls were made as follows: active = growth percent below 10; inactive = the rest. Only part of the results is shown. The share of hits here may be higher or lower than overall.

Compound,DU-145,SK-OV-3,PC-3,SF-295,U251,OVCAR-8,OVCAR-3,OVCAR-4,OVCAR-5
CC[C@@]1(O)CC[C@@]2(C)[C@@H](CC[C@@H]3[C@@H]2CC[C@]2(C)[C@@H](O)CC[C@@H]32)C1,120,117,99,124,97,101,121,107,113
CNCCc1cc2c(cc1C=O)OCO2,117,91,95,.,101,98,112,107,100
CCC1CN1 (stereo not drawn),110,106,94,104,104,107,114,118,98
ClC1=C(Cl)C2(Cl)C3COCC3C1(Cl)C2(Cl)Cl (stereo not drawn),107,106,89,.,95,103,103,105,102
COc1ccccc1[As](=O)(O)CC(O)COc1ccc(Cl)cc1Cl (stereo not drawn),115,115,.,108,108,121,126,107,103
COc1ccc(NP2(=O)NCCCN2)cc1,120,107,104,127,102,103,116,113,104
Cc1nnc(N/N=C/c2ccc(N(CCCl)CCCl)cc2)n1N,94,.,85,98,93,91,105,.,97
Cc1cc(Br)cc(Br)c1,110,114,97,108,100,99,105,121,95
CC1CN(CC(=O)c2ccc(Br)cc2)CC(C)O1 (stereo not drawn),106,115,99,97,108,107,100,105,108
[N-]=[N+]=NCc1ccccc1,117,109,118,98,98,105,117,107,105
COC(=O)[C@@H](C)C[C@H](Cc1ccccc1)NC(=O)c1cccc([C@@H](C[C@H](C(C)C)N(C)C(=O)[C@@H](NC(=O)[C@H]2CCCCN2C)C(C)C)OC(C)=O)n1,11,29,29,6.3*,15,11,-31*,39,36
O=[N+]([O-])c1ccc(O)c(CBr)c1,108,111,107,102,107,101,102,104,109
O=C(O)c1ccc([S-])cc1.[Au+].c1ccc(CN2[CH-]N(Cc3ccccc3)C(c3ccccc3)=C2c2ccccc2)cc1,-47*,-5.0*,-26*,.,-82*,1.9*,-95*,38,-14*
CC(=O)N(O)c1ccc2c(c1)Cc1ccccc1-2,78,72,84,59,80,74,106,102,102
N#CCC(=O)c1ccccc1,98,105,95,101,101,97,102,109,105
CC1(C)N=C(N)N=C(N)N1c1ccc(CCNS(=O)(=O)c2cccc(S(=O)(=O)F)c2)cc1,111,105,55,.,104,107,101,97,105
COC(=O)[C@H](C[C@H](Cc1ccccc1)NC(=O)c1csc([C@@H](C[C@H](C(C)C)N(C)C(=O)[C@@H](NC(=O)[C@H]2CCCCN2C)C(C)C)OC(C)=O)n1)NC(=O)OCc1ccccc1,-18*[8.5 µM],23[8.5 µM],32[8.5 µM],8.4*[8.5 µM],15[8.5 µM],22[8.5 µM],-12*[8.5 µM],40[8.5 µM],26[8.5 µM]
CC1(C)N=C(N)N=C(N)N1c1ccc(CCc2ccc(S(=O)(=O)F)cc2)c(Cl)c1,113,115,96,91,95,107,116,102,104
CC(=O)N1N=C(c2ccc(Cl)cc2)CC1c1sc(N(CCCl)CCCl)nc1Cl (stereo not drawn),101,75,77,99,83,92,107,91,104
CC1CNCCN1c1ccc(Cl)cc1 (stereo not drawn),106,104,111,.,107,109,108,115,96
COCCn1cc(C(=O)C2C(C)(C)C2(C)C)c2ccccc21,99,105,95,91,104,98,96,107,102
COC(=O)C1(NC(C)=O)CC2CCCN2C12C(=O)Nc1ccccc12 (stereo not drawn),101,115,96,93,100,109,97,96,97
C[C@]12CC[C@@H]3c4ccc(Oc5nc(N6CC6)nc(N6CC6)n5)cc4CC[C@H]3[C@@H]1CCC2=O,7.1*,36,54,.,32,36,16,32,101
c1cc[n+](CCCC[n+]2ccccc2)cc1,112,107,90,136,95,91,104,98,95
CCCCCCN1C[C@@H]2[C@H](C1)[C@@H]1C=C[C@H]2C1,102,103,98,97,104,103,.,102,95
c1ccc(P2CCc3[nH]c4ccccc4c3C2)cc1 (stereo not drawn),125,92,86,133,110,102,124,107,118
CC(NC(=O)C(Cl)(Cl)Cl)C(=O)O (stereo not drawn),110,104,92,.,86,87,107,101,98
Cc1c(C)c(N)c(C)c(C)c1N,6.4*,91,74,85,78,84,115,76,85
CN(C)CCc1cn(C2CCC2)c2cccc(O)c12,91,93,60,76,66,97,94,87,80
CCOC(=O)C1=C(N)Oc2c(c(=O)oc3ccccc23)C1c1cc(=O)oc2c1ccc1ccccc12 (stereo not drawn),98,80,85,96,92,88,100,105,96

(cont.)
Compound,DU-145,SK-OV-3,PC-3,SF-295,U251,OVCAR-8,OVCAR-3,OVCAR-4,OVCAR-5
Cc1sc2nc(N3CC4CC(C3)c3cccc(=O)n3C4)[nH]c(=O)c2c1C (stereo not drawn),104,103,97,111,102,97,111,107,102
CN1C(=O)NC(=O)C(N=Nc2ccc(Cl)cc2)C1=O (stereo not drawn),106,120,95,.,108,104,105,.,99
O=C1NC(=S)NC(=O)C1=Cc1ccc(F)cc1,116,112,106,94,116,109,104,113,98
O=S1(=O)CC2(N3CCOCC3)CCCCC21 (stereo not drawn),98&109,109&103,93&91,100&93,100&103,101,111&102,107&102,104&108
CC(=C\C(=O)Oc1ccc2c3c1OC1C(O)CCC4(O)C(C2)N(CC2CCC2)CCC314)/C=C1\CCCc2ccccc21 (stereo not drawn),82,81,41,63,47,77,77,56,72
O=C(NCc1ccc([N+](=O)[O-])cc1)Nc1ccc(S(=O)(=O)F)cc1,102,95,75,.,86,80,87,83,84
N#CC(C#N)=Cc1ccc2ccccc2c1,109,104,96,111,104,105,117,110,106
Cc1ccccc1C(=O)N1CC1C (stereo not drawn),119,112,107,123,111,111,127,.,105
NC1=NC(=O)N2C[C@H]12,106,113,97,93,105,106,121,112,110
CC(=O)Nc1ccc(C=C2C(=O)NC(=O)NC2=O)cc1,124,105,93,104,103,101,125,107,107
C[C@]12CC[C@@H](OC(=O)N(CCCl)N=O)C[C@@H]1CC[C@@H]1[C@@H]2CC[C@]2(C)C(=O)CC[C@@H]12,-0.7*,21,46,-16*,35,58,64,73,114
COc1cc2c(cc1OC)C13CCN4CC5=CCOC6CC(=O)N2C1C6C5C3C4 (stereo not drawn) (tested in a mixture with another compound),124,96,93,84,91,92,136,105,100
S=C(N1CCCCCC1)N1CC1,110,105,100,111,110,101,104,.,116
Oc1c(Cl)cc(Cl)c2ccccc12.[Cu+2],106,87,88,.,108,83,80,56,127
O=S1(=O)OCCOS(=O)(=O)C1(Cl)Cl,106,100,95,101,100,110,105,104,96
O=[P+](O)c1ccccc1,121,101,94,109,104,100,109,114,108
C[C@]12C=CC(=O)C=C1CC[C@@H]1[C@@H]2C(=O)C[C@@]2(C)[C@H]1CC[C@]2(O)C(=O)COC(=O)N(CCCl)CCCl,110,120,77,113,90,99,110,100,110
N#CCc1ccc(Cl)cc1,105,102,95,106,104,100,106,102,118
CC(=O)N(C)C1=Nc2ccc(Cl)cc2C(c2ccccc2)=[N+]([O-])C1,115,102,91,107,111,102,117,114,102
O=C(O)C(O)c1ccc(Cl)cc1 (stereo not drawn),109&112,108&101,103&93,116&101,100&106,103&109,104&116,109&102,110&110
CCC(=O)OC1CC2=CC(=O)CCC2(C)C2CCC3(C)C(OC(=O)CC)CCC3C12 (stereo not drawn),124,102,71,81,96,86,95,98,112
c1ccc(COc2ccc3[nH]cc(CCN(Cc4ccccc4)Cc4ccccc4)c3c2)cc1,99,91,58,91,82,98,97,95,.
CCOC(=O)NC(O)C(Cl)(Cl)Cl (stereo not drawn),.,97,96,97,99,103,102,94,87
CCN1CC2(CN(CC)C1=O)C(=O)NC(=S)NC2=O,94,114,105,102,107,112,104,100,104
NC1CCCCC1,144&110,105&111,94&92,108&93,94&103,97&97,126&120,110&107,106&110
Cc1ccc(NC(=O)C(Cl)(Cl)Cl)cc1,109,98,96,100,98,101,110,98,101
O=C1/C(=C/c2cn(Cc3cccc(C(F)(F)F)c3)c3ncccc23)N2CCC1CC2,85,100,64,74,66,78,82,68,93
CN(C)P1(=O)N(C)CCN1C,104,108,105,106,98,102,101,103,101
O=P(N1CC1)(N1CC1)N1CCN(P(=O)(N2CC2)N2CC2)CC1,112,104,85,94,92,90,111,111,80
CC1=C(N2CC2)C(=O)c2ccccc2C1=O,100,115,85,96,103,90,99,103,114

Already shown: entries from further up.
Compound,DU-145,SK-OV-3,PC-3,SF-295,U251,OVCAR-8,OVCAR-3,OVCAR-4,OVCAR-5
CC[C@@]1(O)CC[C@@]2(C)[C@@H](CC[C@@H]3[C@@H]2CC[C@]2(C)[C@@H](O)CC[C@@H]32)C1,120,117,99,124,97,101,121,107,113
CNCCc1cc2c(cc1C=O)OCO2,117,91,95,.,101,98,112,107,100
CCC1CN1 (stereo not drawn),110,106,94,104,104,107,114,118,98

Later entries:
Compound,DU-145,SK-OV-3,PC-3,SF-295,U251,OVCAR-8,OVCAR-3,OVCAR-4,OVCAR-5
Cc1cc(C)cc(Nc2nc3c(s2)CC[C@@]2(C)C3=CC[C@@H]3[C@@H]2CC[C@]2(C)C(=O)CC[C@@H]32)c1,41,80,33,43,47,50,24,70,93
ClC(Cl)c1nc2ccccc2s1,111,102,92,107,105,101,105,.,115
CC[C@H](C)[C@H](NC(=O)C12C3C4C1C1C2C3C41NC)C(=O)N(C)[C@H](C[C@@H](OC(C)=O)c1nc(C(=O)N[C@@H](Cc2ccccc2)C[C@H](C)C(=O)OC)cs1)C(C)C (stereo partly drawn),7.4*,17,21,19,12,20,-28*,45,43
CC(C)(C)CC(C)(C)c1ccc(O)cc1,105,106,91,93,103,98,97,101,92
Cc1ccc(S(=O)(=O)SC(Cl)(Cl)Cl)cc1,106,100,91,114,96,101,106,105,120
CC(C)(NC(=O)c1nn(Cc2ccc(F)cc2)c2ccccc12)c1ccccc1,99,91,73,101,89,88,97,83,111
C[C@]12C=CC(=O)C=C1CC[C@@H]1[C@@H]2C(=O)C[C@]2(C)C(=O)CC[C@@H]12,126,104,99,91,105,108,120,102,110
Cl[Se](Cl)(c1ccccc1)c1ccccc1,105,101,108,.,97,100,103,73,101
COC(=O)[C@@H](C)C[C@H](Cc1ccccc1)NC(=O)c1csc([C@@H](C[C@H](C(C)C)N(C)C(=O)[C@H](C)NC(=O)[C@H]2CCCCN2C)OC(C)=O)n1,4.3*,47,20,17,11,26,-0.7*,60,64
O=C(O)C1CC2(Cl)C(Cl)=C(Cl)C1(Cl)C2(Cl)Cl (stereo not drawn),110,115,102,103,100,107,113,109,106
O=NN(c1ccccc1)c1ccccc1,103,105,98,102,99,102,102,110,107
CCNC(Cc1ccc(OC)cc1)c1ccc(OC)cc1 (stereo not drawn),112,100,85,99,94,100,111,102,103
O=c1[nH]ncc(Cl)c1Cl,91,117&120,80&94,105&105,85&103,97&105,92&112,110&107,114&105
CCCCCCCCCCCCCC(=O)P(=O)(OCC)OCC,106,115,94,118,112,111,102,116,101
COc1ccc(-n2c(=S)[nH]c3ccccc3c2=O)cc1,109,96,99,95,94,90,104,94,98
